TDP2 absorb = blocks human TDP2 phosphodiesterase activity. O95551. recombinant TDP2, T5PNP hydrolysis, p-nitrophenol absorbance 415 nm. inhibition, % at 12.8 µM. 370,000 compounds, 0.34% hits. AID 720702;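 active = inhibition above the mean of all tested compounds plus 3 SD, set per campaign, cut at about 25% in these data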;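 note: 0% = DMSO with enzyme and 100% = buffer with substrate but no TDP2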
Target sequence (O95551 whole entry, looked up): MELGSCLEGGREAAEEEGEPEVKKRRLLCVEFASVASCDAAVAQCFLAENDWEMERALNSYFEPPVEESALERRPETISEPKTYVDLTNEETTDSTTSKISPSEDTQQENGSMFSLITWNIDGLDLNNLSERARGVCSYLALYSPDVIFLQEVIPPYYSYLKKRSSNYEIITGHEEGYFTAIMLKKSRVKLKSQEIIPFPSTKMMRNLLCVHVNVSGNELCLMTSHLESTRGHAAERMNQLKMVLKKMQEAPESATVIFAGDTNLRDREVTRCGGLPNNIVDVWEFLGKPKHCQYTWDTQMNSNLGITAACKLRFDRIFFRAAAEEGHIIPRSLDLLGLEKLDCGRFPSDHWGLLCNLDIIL
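System: recombinant human TDP2 / Amount: 120 nM TDP2 per well / Also added: 5 mM T5PNP chromogenic substrate / Doses: 12.8 µM single point, 1% DMSO / Incubation: 2 h at 37 °C / Detection: p-Nitrophenol epi absorbance / Evaluation: % inhibition relative to enzyme-containing and enzyme-free wells / Repeats: singlicate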
LEDGF integ inh = blocks HIV-1 LEDGF/p75-dependent DNA integration. inhibition, % at 3.7 µM. TR-FRET IN-LEDGF/p75 DNA integration, Eu/Cy5. AID 743269. 370,000 compounds, 0.64% hits;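 active = inhibition above the screen-wide mean plus 3 SD, cut at about 13% in these data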;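 note: signal is the Cy5 over europium emission ratio at 671 and 618 nm; 0% = plate median of compound wells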
ADAM17 inh = ADAM17 inhibition, QFRET primary screen | recombinant ADAM17, EDANS/DABCYL FRET peptide cleavage | inhibition, % at 6.95 µM | 370,000 compounds, 0.83% hits;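 active = inhibition above the mean of compounds lying between control limits plus 3 SD, set per campaign, cut at about 8.5% in these data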;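 note: 0% = DMSO-only wells as the low control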
PLCg1 inh = inhibitors of human phospholipase C gamma1; purified PLC-gamma1, fluorogenic substrate, fluorescence; inhibition, % at 12.2 µM; 370,000 compounds, 0.84% hits; in the data active = inhibition above about 9.5%
Tn6 DDE FP = disrupts Tn6 cyclic peptide binding to fibrin D-Dimer-E complex; P02675; Fibrin DD(E) TRITC-Tn6 fluorescence polarization displacement; inhibition, % at 8.3 µM; 370,000 compounds, 0.21% hits;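 active = inhibition above a per-campaign cutoff: mean of compounds within control limits plus 3 SD, cut at about 15% in these data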;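 note: 0% = median of all compound wells on the plate and 100% = blocking peptide control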
KLK7 zymogen act = activators of human kallikrein-7 zymogen | purified proKLK7, EDANS-DABCYL substrate fluorescence; 100% is mature enzyme control, 0% vehicle | AID 652039 | activation, % at 7 µM | 370,000 compounds, 0.9% hits | P49862;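 active = activation above the mean of all tested compounds plus 3 SD, computed per campaign excluding outliers beyond control limits, cut at about 13% in these data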
ASAP1 GAP inh = inhibitors of human ASAP1 ArfGAP activity | Q9ULH1 | ASAP1-stimulated ARF1 GTP hydrolysis, GDP FP detection | inhibition, % at 16.5 µM | 360,000 compounds, 0.19% hits; in the data active = inhibition above about 25%;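 note: 0% = vehicle with enzyme and substrate and 100% = no enzyme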
DDE Tn7 FP inh = disrupts Tn7 cyclic peptide binding to fibrin D-Dimer-E complex; FP displacement of FITC-Tn7 peptide from fibrin DD(E); 0% = median of compound wells per plate; inhibition, % at 8.3 µM; 370,000 compounds, 0.13% hits;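 active = inhibition above the mean of compounds falling within the control limits plus 3 SD of them, cut at about 14% in these data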;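 note: 0% = plate median of compound wells and 100% = 10 µM Aha-Tn7 peptide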
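Also added: labelled Tn7 tracer, 0.1 µM; Assay system: human fibrin DD(E) protein; Amount: 2 µM fibrin DD(E); Schedule: 10 min compound pre-incubation, 3 h probe incubation at room temperature; Repeats: one replicate per compound; Read-out basis: percent inhibition; Measured by: fluorescence polarization of the labelled Tn7 tracer.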
ADAM10 inh = inhibitors of human ADAM10; O14672; inhibition, % at 7 µM; recombinant ADAM10, EDANS/DABCYL FRET peptide cleavage, 3 h; AID 720582; 370,000 compounds, 0.62% hits;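 active = inhibition above a per-campaign cutoff equal to the mean of compounds falling between control-based bounds plus 3 SD, cut at about 20% in these data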;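 note: 0% = DMSO wells while the 100% control is not disclosed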
Target sequence (O14672 214-748 limits assumed): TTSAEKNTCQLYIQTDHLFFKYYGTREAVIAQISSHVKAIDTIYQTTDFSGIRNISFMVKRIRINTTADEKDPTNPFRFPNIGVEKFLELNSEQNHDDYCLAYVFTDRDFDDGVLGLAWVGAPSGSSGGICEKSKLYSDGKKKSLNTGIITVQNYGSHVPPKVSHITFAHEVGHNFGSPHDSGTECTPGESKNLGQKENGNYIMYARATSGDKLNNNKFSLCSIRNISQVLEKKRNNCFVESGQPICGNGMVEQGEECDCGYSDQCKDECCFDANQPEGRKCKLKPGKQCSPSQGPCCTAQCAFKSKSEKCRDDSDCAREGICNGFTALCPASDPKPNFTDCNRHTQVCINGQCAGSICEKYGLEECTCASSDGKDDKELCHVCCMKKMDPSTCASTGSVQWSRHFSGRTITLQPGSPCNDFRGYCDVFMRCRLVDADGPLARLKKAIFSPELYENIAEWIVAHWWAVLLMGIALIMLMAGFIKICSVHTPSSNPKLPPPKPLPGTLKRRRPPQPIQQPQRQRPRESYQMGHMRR
ARFGAP1 inh = inhibits rat ARF GTPase activating protein 1 | AID 651572 | Q62848 | 360,000 compounds, 0.26% hits | Arfgap1-stimulated ARF1 GTP hydrolysis, GDP FP detection | inhibition, % at 16.5 µM;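 active = inhibition above a per-plate limit, mean inhibition of low control wells plus 3 SD, cut at about 25% in these data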;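 note: 0% = DMSO wells with enzyme and 100% = wells lacking Arfgap1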
Target sequence (Q62848 1-136 limits assumed): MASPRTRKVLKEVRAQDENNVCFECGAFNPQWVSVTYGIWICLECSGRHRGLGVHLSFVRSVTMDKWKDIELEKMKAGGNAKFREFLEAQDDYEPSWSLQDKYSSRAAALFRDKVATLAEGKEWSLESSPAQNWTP
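material = rat Arfgap1 catalytic domain, aa 1-136 | also added = human ARF1(Δ1-17)-GTP substrate | compound dosing = one concentration, 16.5 µM, DMSO 1.26% | times = GTP hydrolysis reaction 2 h at 25 °C | measured by = FP, GDP Alexa 633 tracer displaced from anti-GDP antibody, 620/688 nm | evaluation = percent inhibition of Arfgap1-stimulated GTP hydrolysis | replication = single well per compound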
The depositor's hits bear a star; i = inactive; / = no result given.

Each structure is followed by: Tn6 DDE FP	ADAM10 inh	KLK7 zymogen act	ARFGAP1 inh	TDP2 absorb	PLCg1 inh	DDE Tn7 FP inh	LEDGF integ inh	ADAM17 inh	ASAP1 GAP inh
O=C(Nc1ccnn1C1CCN(Cc2ccc3nonc3c2)CC1)c1cccc(F)c1
  5.2	5.8	0.2	6.4	0.8	-1.0	2.6	4.7	-0.4	6.4
CCOC(=O)C1C(=O)CC(C)(O)C(C(=O)OCC)C1c1ccc(NC(C)=O)cc1 (configuration not stated)
  -1.9	-5.8	-0.2	-2.3	-12.2	0.2	-5.0	1.8	-2.7	-5.2
Fc1ccc(C2=CSC3=NCCN23)cc1
  -10.2	-4.3	0.5	1.3	4.3	2.6	-7.5	2.6	-4.0	-1.8
CCN1C(=O)/C(=C2\C=Cc3cc(C)ccc3N2CC)OC1=S
  -0.4	-18.5	-0.1	-4.0	-2.3	4.4	-0.1	-2.9	-4.4	-11.3
COC(=O)c1nc(N)sc1C
  -5.6	-7.1	-0.3	2.6	0.3	2.2	-3.6	-2.6	2.1	4.6
CCOc1cc(-c2nc3ccccn3c2NCC2CCCO2)ccc1O (configuration not stated)
  -1.7	i	-26.2	3.3	6.1	i	-1.3	-1.3	-120.1	-0.3
CCN1C(C(=O)Nc2cc(C)on2)=C(O)c2ccccc2S1(=O)=O
  0.9	3.0	0.7	9.7	14.6	-35.8	1.2	-3.7	-5.4	8.4
O=C(NCc1ccco1)C1CCCN(S(=O)(=O)c2ccc(F)cc2)C1 (configuration not stated)
  5.0	10.5	0.2	/	-4.7	5.2	3.6	3.9	3.0	/
O=[n+]1cc(-c2cc3ccccc3o2)n([O-])c2c1CCCC2
  -1.6	-162.4	14.9*	0.6	11.9	-385.9	-5.3	-2.7	-45.1	-3.5
CCCCS/C(N)=N/N=C/c1ccccc1O
  -0.9	-5.0	-2.5	-8.1	-7.8	-98.9	-1.8	-1.4	-0.5	-24.4
C[C@@H]1CN([C@@H](C)CO)C(=O)CCCn2nncc2CO[C@H]1CN(C)S(=O)(=O)c1cccc(F)c1
  2.0	-8.4	-1.2	2.3	1.5	-3.2	-2.5	1.0	-2.8	-3.3
Cc1cc(C)cc(C(=O)Nc2nnc(SCC(=O)NCC3CCCO3)s2)c1 (configuration not stated)
  -2.9	2.7	0.1	2.6	7.0	-17.1	-7.3	0.5	0.3	0.5
CN(C)CCN1CC(C(=O)O)CC1=O (configuration not stated)
  -4.0	0.4	0.0	-5.3	5.8	0.8	-8.4	0.7	-1.5	-3.9
CNC(=O)c1[nH]cnc1C(=O)N[C@@H](Cc1ccccc1)C(=O)OCc1ccccc1
  0.8	9.8	0.2	11.6	-3.6	-2.4	6.7	1.0	1.2	17.4
C/C(=N\NC(=O)Cc1ccccc1)c1cccs1
  -4.2	4.3	0.3	12.7	-3.5	2.7	2.2	0.5	0.5	-1.4
COc1ccc(-n2nc(C)c3c(=O)c4c([nH]c32)CCCC4)cc1
  -1.0	3.4	0.2	0.4	-6.7	3.5	1.2	2.7	0.9	10.0
Cc1cc2nc(-c3ccc(C#N)cc3)c(Cc3ccsc3)n2c(C)c1Br
  0.8	-21.0	-0.7	-1.3	2.7	-12.3	8.3	-2.7	-6.7	-2.7
Cc1ccc(-c2nc3ccccc3c(C(=O)NCc3cccs3)c2C)cc1
  -1.1	8.9	-0.3	-0.9	-10.3	4.2	1.0	3.7	5.2	-7.2
O=C(O)c1cc(NC(=O)c2ccc3c(c2)C(=O)N(Cc2ccccc2)C3=O)cc(C(=O)O)c1
  3.6	-8.3	-0.7	-0.6	17.7	-0.7	5.4	-3.1	-2.7	-6.9
CC(=O)Nc1cccc(-c2nc3ccccc3c(=O)o2)c1
  5.6	-2.7	-0.2	11.0	2.9	-0.3	-2.4	-1.3	-1.9	-4.0
Cc1cccc(C(=O)N2CCC(c3nc(-c4ccc(S(=O)(=O)N5CCOCC5)cc4)no3)CC2)c1
  -3.0	3.6	0.0	2.8	-18.8	8.1	-3.5	0.9	0.6	0.2
CC1=Nc2cc(C(=O)NCCCOC(C)C)ccc2Sc2ccccc21
  -2.7	1.7	-0.3	-10.7	4.7	-0.4	5.7	0.9	-2.8	-15.0
O=C1N/C(=N\N=C\c2cccnc2)SC1Cc1ccc(SC(F)F)cc1 (configuration not stated)
  4.2	12.8	0.8	1.1	-13.6	5.7	3.9	1.7	-1.3	0.0
CCC(=O)c1ccc(OCC(=O)N(C)CC(=O)Nc2cccc(F)c2)cc1
  3.9	-1.2	-0.2	3.7	-5.9	-1.4	5.1	-8.6	2.4	2.5
CN1C(=O)C(=O)N(CC(=O)Nc2ccccc2OC(F)F)C1=O
  5.4	-4.1	-0.2	18.2	-4.7	3.0	-5.3	1.6	0.7	-9.2
CC(OC(=O)c1ccc2c(=O)n3c(nc2c1)CCCCC3)C(N)=O (configuration not stated)
  -0.1	0.3	-0.3	-0.4	13.1	1.2	-2.0	-2.7	-1.6	-6.2
COc1ccc(OC)c(S(=O)(=O)N2CCC(C(=O)NCc3ccccn3)CC2)c1
  0.1	-4.6	0.1	6.3	-0.9	0.5	4.3	-3.2	-2.5	10.0
O=C(c1ccc[nH]1)N1O[C@@H]2C=C[C@H]1C2
  3.1	3.0	0.6	1.7	-1.2	0.4	-0.4	6.5	2.1	-10.0
CCC1CCc2sc(C(=O)NCC3CCCO3)cc2C1 (configuration not stated)
  -0.2	6.7	0.2	-6.2	-16.8	5.4	-10.4	1.1	4.7	-11.3
Cc1ccc(CN(Cc2ccco2)C(=O)c2ccco2)cc1
  3.0	-0.1	-0.2	13.9	-8.6	-1.7	-2.1	4.3	0.0	-4.9

Given in CSV form: part of the list above
mol,Tn6 DDE FP,ADAM10 inh,KLK7 zymogen act,ARFGAP1 inh,TDP2 absorb,PLCg1 inh,DDE Tn7 FP inh,LEDGF integ inh,ADAM17 inh,ASAP1 GAP inh
O=C(Nc1ccnn1C1CCN(Cc2ccc3nonc3c2)CC1)c1cccc(F)c1,5.2,5.8,0.2,6.4,0.8,-1.0,2.6,4.7,-0.4,6.4
CCOC(=O)C1C(=O)CC(C)(O)C(C(=O)OCC)C1c1ccc(NC(C)=O)cc1 (configuration not stated),-1.9,-5.8,-0.2,-2.3,-12.2,0.2,-5.0,1.8,-2.7,-5.2
Fc1ccc(C2=CSC3=NCCN23)cc1,-10.2,-4.3,0.5,1.3,4.3,2.6,-7.5,2.6,-4.0,-1.8
CCN1C(=O)/C(=C2\C=Cc3cc(C)ccc3N2CC)OC1=S,-0.4,-18.5,-0.1,-4.0,-2.3,4.4,-0.1,-2.9,-4.4,-11.3
COC(=O)c1nc(N)sc1C,-5.6,-7.1,-0.3,2.6,0.3,2.2,-3.6,-2.6,2.1,4.6

Continuation:
Each structure is followed by: Tn6 DDE FP	ADAM10 inh	KLK7 zymogen act	ARFGAP1 inh	TDP2 absorb	PLCg1 inh	DDE Tn7 FP inh	LEDGF integ inh	ADAM17 inh	ASAP1 GAP inh
O=C(CCC(=O)N(CC(=O)NC1CCCCC1)Cc1ccccc1)Nc1nccs1
  -2.5	-2.6	-0.6	0.3	3.4	2.5	-3.6	-2.6	-2.3	-1.9
COc1ccc(NC(=O)CN(C)C(=O)c2c(-c3ccccc3Cl)noc2C)cc1
  0.9	-4.1	-0.5	3.3	2.2	-0.5	4.5	2.5	-1.2	-10.0
CC/C(=C\C(=O)c1cccnc1)Nc1ccc(C)c(C)c1
  5.9	-4.4	0.4	6.1	2.2	-1.2	3.5	-2.2	-3.0	-13.3
Cc1cc(C)c2c(=O)[nH]c(SCC(=O)NCCc3ccccc3)nc2n1
  -0.6	-18.8	0.0	-3.2	6.1	0.3	-5.0	-0.5	-9.0	1.2
O=C(c1ccc(NS(=O)(=O)c2ccc(F)cc2)cc1)N1CCC1
  6.1	-1.5	0.2	-2.6	5.8	1.4	-7.8	6.2	0.2	-0.7
N#Cc1ccccc1CSc1ncccc1C(=O)O
  -9.2	-2.1	-0.4	7.0	13.2	2.3	-3.7	-1.7	-1.6	0.7
O=C(C1CCC1)N1CCN(c2ccccc2)CC1
  1.4	2.8	-0.1	-17.9	-3.0	0.3	5.8	2.8	1.2	1.2
Cc1ccc(SCCN2CCC(O)CCC2=O)cc1 (configuration not stated)
  -10.5	-2.4	-0.4	3.0	-0.4	3.0	-8.8	4.6	-0.7	1.9
CC[C@H](C)C(=O)N[C@H]1CCCN1C(=O)/C=C/c1ccccc1
  -1.6	1.7	0.2	1.2	3.4	1.1	-4.5	1.4	-1.6	9.6
COc1ccccc1CNC(=O)COC(=O)Cc1cccs1
  0.0	1.2	0.0	-8.4	11.7	1.5	3.5	0.2	-0.7	0.2
CCN(CC)S(=O)(=O)c1ccc(N2CC(C(=O)NC3(C)CCS(=O)(=O)C3)CC2=O)cc1 (configuration not stated)
  5.1	-12.7	0.0	-9.8	0.0	-1.3	3.7	-4.5	-4.8	-16.0
CC(=O)c1cc(F)c(N2CCCCCC2)cc1C
  -3.0	3.2	0.5	-6.8	-22.0	-8.3	-0.8	-0.4	5.8	-4.0
CC(Oc1cccc(F)c1)C(=O)Nc1ccc(N2CCOCC2)cc1 (configuration not stated)
  3.9	-3.4	-0.4	7.2	-4.4	1.5	-5.2	1.5	1.1	12.1
C=CCNc1nc(-c2c(C)nc3sccn23)cs1
  -4.1	7.2	-0.9	5.1	4.6	-2.8	2.2	0.6	1.4	-14.0
Cc1cc(C(=O)CSc2nnc(N)s2)c(C)n1CCc1ccc(Cl)cc1
  3.0	-6.4	0.1	19.0	4.9	-2.0	-1.5	-0.2	-1.4	8.8
CCN(CC(=O)NCc1cccs1)S(=O)(=O)c1ccc(C(C)C)cc1
  -2.8	-2.4	0.0	-1.1	3.1	2.5	-1.6	0.6	-3.0	9.0
Cc1ccc(/C=C/C(=O)N2CCN(S(=O)(=O)c3cccs3)CC2)o1
  2.6	4.3	0.1	-7.5	-7.7	4.7	-8.5	4.0	1.2	2.4
Cc1ccc(-c2nnc3n2CCCCC3)cc1
  -15.3	-0.8	-0.1	4.3	1.6	2.0	-4.3	-1.2	-4.0	-1.2
O=C(c1ccc2c(c1)OCCO2)N1CCN(S(=O)(=O)c2c(F)cccc2F)CC1
  5.3	0.4	-0.3	-0.6	6.5	-1.7	1.3	0.9	-6.2	-0.5
Cc1ccc(CN2C3=NC(=O)CN3c3ccccc32)cc1
  2.3	-0.3	-0.8	3.3	-0.2	5.0	-6.2	2.4	0.2	7.5

Rows were taken by chance, and some 4.2% of all compounds hit somewhere here.
